Screens from PubChem.
M4 ag = CHRM4 agonism in calcium assay; CHO-K1 hM4/Gqi5, Fluo-8 calcium fluorescence; vehicle 0%, full acetylcholine response 100%; activation, % at 3 µM; actives 0.14% (n = 360,000);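 active = activation above the run mean over all test wells plus 3 SD, cut at about 32% in these data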;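 also: peak over basal fluorescence ratio per well then scaled between controls; 0% = DMSO wells and 100% = acetylcholine at EC100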
Target sequence (P08173 whole entry, looked up): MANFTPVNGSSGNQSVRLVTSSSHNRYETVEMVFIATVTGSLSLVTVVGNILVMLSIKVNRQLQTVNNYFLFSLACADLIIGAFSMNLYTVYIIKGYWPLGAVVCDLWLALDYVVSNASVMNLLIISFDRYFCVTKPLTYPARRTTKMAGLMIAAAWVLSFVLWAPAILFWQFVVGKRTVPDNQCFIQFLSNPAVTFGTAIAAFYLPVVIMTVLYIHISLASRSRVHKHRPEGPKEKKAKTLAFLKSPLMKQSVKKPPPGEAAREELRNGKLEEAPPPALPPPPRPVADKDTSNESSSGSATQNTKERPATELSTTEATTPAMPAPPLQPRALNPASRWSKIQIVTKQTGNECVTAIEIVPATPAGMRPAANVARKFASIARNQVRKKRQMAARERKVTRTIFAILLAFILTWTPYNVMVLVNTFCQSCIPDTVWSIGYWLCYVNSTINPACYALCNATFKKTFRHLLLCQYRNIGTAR
M4 antag = antagonists of human muscarinic M4 receptor (CHRM4); P08173; inhibition, % at 3 µM; actives 0.73% (n = 360,000); CHO-hM4 cells, ACh EC80, Fluo-8 calcium fluorescence;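 active = inhibition above its plate's cutoff, the mean inhibition of sample wells plus 3 SD, cut at about 27% in these data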;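 also: 0% = acetylcholine EC80 with DMSO and 100% = DMSO without agonist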
M5 antag = CHRM5 antagonism in calcium assay; actives 0.59% (n = 360,000); inhibition, % at 3 µM; CHO-hM5 cells, Fluo-8 calcium fluorescence, ACh EC80; P08912;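 active = inhibition above a per-plate cutoff, the mean of that plate's test compounds plus 3 SD, cut at about 27% in these data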;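 also: 0% = acetylcholine EC80 with DMSO and 100% = DMSO without agonist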
Target sequence (P08912 whole entry, looked up): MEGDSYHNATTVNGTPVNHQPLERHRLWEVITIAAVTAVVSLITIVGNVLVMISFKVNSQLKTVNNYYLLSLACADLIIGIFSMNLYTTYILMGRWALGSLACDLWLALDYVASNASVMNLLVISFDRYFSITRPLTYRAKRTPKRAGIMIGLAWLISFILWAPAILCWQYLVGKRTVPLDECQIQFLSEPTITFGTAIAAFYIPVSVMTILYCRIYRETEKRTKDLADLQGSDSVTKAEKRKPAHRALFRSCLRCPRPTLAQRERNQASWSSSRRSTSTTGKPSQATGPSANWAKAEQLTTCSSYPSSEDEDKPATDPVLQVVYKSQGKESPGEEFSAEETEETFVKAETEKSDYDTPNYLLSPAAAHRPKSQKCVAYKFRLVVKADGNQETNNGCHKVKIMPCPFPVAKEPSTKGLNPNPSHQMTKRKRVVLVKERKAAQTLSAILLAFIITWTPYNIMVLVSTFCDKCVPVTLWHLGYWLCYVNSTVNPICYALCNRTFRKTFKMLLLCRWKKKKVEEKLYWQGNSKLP
CRFBP-R2 agonist = CRF-BP/CRF-R2 complex agonism | HEK293 CRF-R2/CRF-BP, calcium dye fluorescence (FLIPR); percent of saturating CRF peptide response | activation, % at 13.2 µM | actives 0.46% (n = 350,000);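 active = activation of at least 50%, plus an integration ratio under a set limit after plate pattern correction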;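 also: plate controls were neutral control wells without compound for no effect and CRF at EC100 for full effect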
CHRM5 agonist = agonists of human muscarinic M5 receptor (CHRM5). activation, % at 3 µM. actives 0.19% (n = 360,000). P08912. CHO-K1 hM5 cells, Fluo-8 calcium fluorescence; 0% DMSO wells, 100% maximal acetylcholine response;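 active = activation above the run's mean over test compounds plus 3 SD, cut at about 23% in these data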;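 also: signal is peak over basal fluorescence ratio across the kinetic read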
CHRM5 PAM = positive allosteric modulators of human muscarinic M5 receptor | P08912 | CHO-K1 hM5, Fluo-8 calcium, ACh EC20 PAM; 0% = ACh EC20, 100% = ACh EC100 | activation, % at 3 µM | actives 0.3% (n = 360,000) | AID 624038;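 active = activation above the run cutoff, the mean activation of all test compounds plus 3 SD, cut at about 18% in these data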
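system = human M5 receptor in CHO-K1 cells | reagent = EC20 acetylcholine as agonist stimulus | compound dosing = single-point, 3 µM nominal | incubation = Fluo-8 loading 80 min at 37 °C plus 30 min room temperature | detection = Fluo-8 calcium dye fluorescence, kinetic read | benchmarks = low control EC20 acetylcholine (0%), high control EC100 acetylcholine (100%)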
CRFR2-BP antag = blocks CRF-induced signaling of the CRF-BP/CRF-R2 complex. actives 0.59% (n = 350,000). HEK293 CRF-R2/CRF-BP, CRF-induced calcium fluorescence. inhibition, % at 11.8 µM;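 active = inhibition of the ligand-induced calcium signal above about 50% at the single tested concentration, limit read from the data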
IDE inh = cellular human IDE inhibition | inhibition, % at 5.59 µM | HEK cells, FAbetaB cleavage, fluorescence polarization | AID 434962 | actives 0.41% (n = 320,000);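 active = percent inhibition above the average of all tested compounds plus 3 SD, set per screening campaign, cut at about 16% in these data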;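 also: IDE supplied by intact live HEK cells; FP after avidin binding of uncleaved biotin substrate so inhibition keeps polarization high; 0% = DMSO wells and 100% = 60 µM reference IDE inhibitor Ii1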
M4 PAM = positive allosteric modulators of human muscarinic M4 receptor; P08173; actives 0.4% (n = 360,000); activation, % at 3 µM; CHO-K1 hM4/Gqi5, Fluo-8 calcium fluorescence, ACh EC20; 0% = ACh EC20, 100% = maximal ACh;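 active = activation above its plate's cutoff, the mean activation of sample wells plus 3 SD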; also: some results filed as inactive read as strong as hits
Active calls of the source: *; x = no result given.

SMILES | M4 ag | M4 antag | M5 antag | CRFBP-R2 agonist | CHRM5 agonist | CHRM5 PAM | CRFR2-BP antag | IDE inh | M4 PAM
COc1ccc(CCNC(=O)c2cc(=O)[nH]c3ccccc23)cc1 | 1 | -3 | 11 | -0.4 | -1 | -5 | -2 | 0 | -5
CN(C)CCCN(C(=O)c1ccc(C(=O)c2ccccc2)cc1)c1nc2c(F)cccc2s1 | 3 | -1 | 8 | 2.5 | -9 | -6 | -10 | -6 | -2
Cc1ccc(-c2cc3nc(C)cc(N4CCN(C(=O)c5ccoc5)CC4)n3n2)cc1 | 3 | -13 | -1 | 1.0 | -1 | 4 | -10 | x | 4
COc1ccc(NC(=O)NC2CCCc3ccccc32)c(OC)c1 (configuration not stated) | 3 | 1 | 10 | -1.1 | -7 | -5 | 46 | -1 | 1
CCOc1ccccc1N1CC(C(=O)Nc2cc(S(=O)(=O)N3CCOCC3)ccc2OC(C)C)CC1=O (configuration not stated) | 9 | 1 | -1 | -1.4 | -1 | -1 | 0 | x | -4
CCOC(=O)c1oc2c(CN3CCN(C)CC3)c(O)ccc2c(=O)c1-c1ccc(Br)cc1 | 1 | -8 | -5 | 0.0 | -1 | 4 | -10 | -1 | 9
CC(C)C[C@H](NS(=O)(=O)c1ccc(Br)cc1)C(=O)O | 0 | 6 | 0 | -1.0 | -2 | -2 | 19 | 3 | -5
CCC(C)NC(=O)CSC1=Nc2ccccc2C2=NC(c3ccccc3)C(=O)N12 (configuration not stated) | 0 | -3 | 0 | -0.6 | -6 | -1 | 10 | 3 | 3
Cc1cccc(-n2c(-c3csc(C)c3)n[nH]c2=S)c1 | -1 | 16 | 7 | -3.6 | -5 | 2 | 11 | 7 | 13
CNc1ccccc1C(=O)OCC(=O)c1ccccc1 | 2 | -14 | 9 | -0.1 | -8 | -2 | -4 | 0 | 7
O=C(c1cccc(OC2CCN(Cc3cccc(OCCO)c3)CC2)c1)N1CCCC1 | 2 | 6 | 9 | 1.6 | -8 | -26 | 6 | -4 | -14
O=C(CCCOc1ccc(Cl)cc1)N1CCOCC1 | 1 | 3 | 1 | -1.0 | -1 | 2 | 16 | 3 | 0
O=c1cc(-c2ccccc2O)nc(-c2ccccc2)[nH]1 | 12 | 7 | 5 | 10 | 4 | -11 | -16 | -2 | -33
O=C1OCCN1N=Cc1ccco1 | 1 | -5 | 17 | 0.1 | 0 | -9 | -4 | x | 5
CCOC(=O)c1cnc2nc(NCc3ccc(OCc4ccccc4)cc3)[nH]n2c1=O | 0 | 0 | -3 | 1.5 | -1 | 0 | 16 | -1 | -3
CCC(=O)Oc1c(S(=O)(=O)c2ccc(C)cc2)c(C)nn1C(C)(C)C | 0 | 0 | 1 | 3.9 | -2 | -8 | -15 | -1 | -3
O=CNc1ccccc1Oc1ccccc1 | 1 | -2 | -5 | -0.5 | -1 | 4 | 10 | 4 | 9
Cc1ccccc1-n1nnnc1SCC(=O)c1c(N)n(C)c(=O)n(C)c1=O | 2 | 9 | 11 | 20 | 8 | 4 | -75 | 8 | 25
COc1ccc(OC)c(NC(=O)CSc2nnc(CNc3ccc(C)cc3C)o2)c1 | 2 | 2 | 3 | -1.1 | 0 | -1 | 17 | 5 | -4
CCCCOc1nc(N)nc(-c2ccccc2)n1 | -2 | -2 | 0 | -2.9 | 3 | -1 | 13 | 8 | 15
Cc1ccc(CN2CCN(Cc3cn(C(C)C)c4ccccc34)CC2CCO)o1 (configuration not stated) | 2 | 6 | 6 | 0.6 | -6 | 4 | 37 | 3 | -7
CC(C)/C(=N\NC(=O)Nc1ccccc1)c1ccccc1 | 2 | -3 | 3 | -0.5 | -2 | -6 | -22 | 6 | 7
C[C@@H](CN1C2=NC[C@H](C)N2C[C@H]1Cc1ccc(O)cc1)NC(=O)CCC1CCCCC1 | -1 | -4 | 7 | -0.7 | -4 | 0 | -2 | -4 | 1
CCC(=O)Nc1ccccc1C(=O)NC1CCCCC1 | 0 | 3 | 5 | 4.6 | -1 | -6 | -4 | 6 | -4
O=C(NCc1ccco1)C(Cc1ccccc1)N1C(=O)C2C3C=CC(C3)C2C1=O (configuration not stated) | 1 | -10 | 8 | 0.4 | -2 | 4 | 3 | 2 | 11

An excerpt from above, reduced to CRFBP-R2 agonist.
SMILES,CRFBP-R2 agonist
COc1ccc(OC)c(NC(=O)CSc2nnc(CNc3ccc(C)cc3C)o2)c1,-1.1
CCCCOc1nc(N)nc(-c2ccccc2)n1,-2.9

Later entries.
SMILES | M4 ag | M4 antag | M5 antag | CRFBP-R2 agonist | CHRM5 agonist | CHRM5 PAM | CRFR2-BP antag | IDE inh | M4 PAM
CCC(CC)NC(=O)CON=C1c2ccccc2-c2ccccc21 | -1 | 13 | -1 | 1.6 | -3 | -6 | -23 | -2 | -13
Cc1nc(C)c(-c2csc(Nc3ccc(C(=O)O)c(O)c3)n2)s1 | 1 | -12 | -19 | -1.4 | 6 | 5 | -20 | x | 1
COC(=O)[C@]1(C)N[C@H](CN(C)C(=O)Nc2ccccc2)[C@@H]2C(=O)N(C)C(=O)[C@@H]21 | 0 | -6 | -16 | -0.3 | 1 | 4 | 10 | -3 | 7
COc1ccc2c(c1)N(C)/C(=C1/SC(=S)N(NC(C)=O)C1=O)S2 | 0 | 2 | 7 | 4.0 | 0 | 1 | -3 | 6 | -1
CCNc1c(N)c(=O)oc2ccccc12 | 2 | -9 | 4 | -0.8 | 0 | -2 | -8 | 2 | 5
CC(C)(C)n1nc2c(c1NC(=O)c1cccs1)CS(=O)C2 (configuration not stated) | 1 | -2 | 0 | -2.1 | -2 | 0 | 7 | -1 | 5
C=C[C@@H]1c2cc(C)ccc2N(S(=O)(=O)c2ccc(C)cc2)[C@H](c2ccccc2)C1(C#N)C#N | 0 | 0 | -19 | 6.8 | 3 | 19* | -3 | 1 | 10
Cc1ccccc1SCCNC(=O)c1ccccc1Br | 3 | -7 | -13 | 1.1 | -7 | 4 | 16 | -3 | 8
CN1CCCN(C(=O)CNC(=O)c2ccccc2F)CC1 | 1 | -9 | -1 | 2.7 | -6 | 3 | 0 | 1 | 4
CC(Oc1ccccc1)C(=O)N1CCC2(CC1)CC(=O)c1ccccc1O2 (configuration not stated) | 4 | -5 | -2 | -0.4 | -1 | -1 | 6 | 9 | 10
O=C(O)COc1cccc2nsnc12 | 0 | 13 | -2 | 0.8 | -1 | -3 | -18 | 0 | 0
CCc1ccc(-c2nc(CS(=O)CC(=O)NCCc3ccccc3)c(C)o2)cc1 (configuration not stated) | -1 | -5 | 9 | -0.8 | -6 | 1 | -10 | 0 | 5
CCN1C(=O)C(=O)N(Cc2ccc(OC)c(F)c2)C1=O | 1 | -5 | 8 | -0.4 | -2 | 1 | 84* | 4 | 1
Cn1cccc1Cc1nnc(SCC(=O)N2CCc3ccccc32)n1-c1ccc(F)cc1 | 5 | -20 | -1 | 0.3 | 2 | -1 | -6 | 1 | 6
C#CCOc1c(Cl)cc(/C=C2/C(=O)ON=C2C)cc1OC | 0 | 11 | 0 | 2.2 | -1 | 2 | -3 | 2 | -5
CCOC(=O)c1ccc(NC(=S)N(CCCN2CCCC(C)C2)Cc2ccco2)cc1 (configuration not stated) | 4 | 10 | -4 | -2.9 | -5 | -1 | -3 | 3 | -13
C#CCOCCOCCOCCNc1nc(N2CCN(C(=O)[C@H]([C@@H](C)CC)n3cc([C@@H](N)CC(C)C)nn3)CC2)nc(N2CCN(C(=O)[C@H](CCCCN)n3cc([C@@H](N)CO)nn3)CC2)n1 | -1 | -1 | 12 | 3.6 | 1 | 3 | 10 | 2 | 7
Cc1cccc(-c2nc(C#N)c(NC3CCCCC3)o2)c1 | -2 | -5 | -4 | 0.0 | -6 | -11 | -17 | 2 | -6
Cn1c(=N)n(CC(O)c2cccs2)c2ccccc21 (configuration not stated) | 1 | 2 | 8 | -0.1 | -1 | 6 | 6 | 0 | 1
COC(=O)c1cccc2c1-c1ccccc1/C2=N\NC(N)=O | 11 | -11 | -1 | -3.3 | 0 | -9 | 0 | 3 | -5
COCCSc1ccccc1C(=O)Nc1ccc(S(=O)(=O)N2CCOCC2)cc1 | 0 | -14 | -27 | -0.9 | -4 | 3 | 24 | x | 1
C/C(=N\NS(=O)(=O)c1ccc(Cl)c([N+](=O)[O-])c1)c1cc2ccccc2o1 | 1 | -6 | -5 | -1.9 | 0 | 3 | 19 | 1 | 20
COc1ccc(C2N=C(c3ccccc3)C(C)(C)N2O)cc1 (configuration not stated) | 0 | 4 | 10 | -3.4 | -2 | -6 | 3 | 0 | -4
Cc1nc2ccccc2c2oc(C(=O)NCc3ccccn3)cc12 | 6 | -6 | -10 | -1.1 | 4 | 2 | 3 | -1 | 2
CCc1ccc2[nH]c(=O)c(CN(CCN3CCCC3)C(=O)NC3CCCCC3)cc2c1 | 0 | 6 | -2 | -0.3 | -5 | 5 | 4 | -1 | 0
The listing continues:
SMILES | M4 ag | M4 antag | M5 antag | CRFBP-R2 agonist | CHRM5 agonist | CHRM5 PAM | CRFR2-BP antag | IDE inh | M4 PAM
COc1ccc(CNC(=O)COC(=O)CCCOc2ccc(Cl)cc2Cl)cc1OC | 7 | 7 | 6 | -4.5 | 3 | -4 | 18 | 5 | -8
O=[N+]([O-])c1cc(Cl)cc(/C=N\Nc2ccccn2)c1O | 0 | -3 | 3 | -1.2 | -1 | 0 | 9 | -2 | 15
Cc1ccnc(NS(=O)(=O)c2ccc(NC(=O)C3CCCNC3=O)cc2)n1 (configuration not stated) | 0 | 2 | -6 | -0.8 | -5 | -2 | -10 | 0 | -1
O=C(CCN1CCN2CCCC2C1)N1c2ccccc2Sc2ccc(Cl)cc21 (configuration not stated) | 1 | 16 | 11 | -2.1 | -7 | -10 | -1 | 0 | -18
Cc1cc2c(cc1S(=O)(=O)CCC(=O)N(C)Cc1ccccc1)OCC(=O)N2 | 1 | 8 | -1 | 1.3 | 0 | 0 | -4 | -1 | 0
CC1CCC(NS(=O)(=O)c2ccc(Cl)nc2)CC1 (configuration not stated) | 1 | -6 | 6 | -1.0 | -2 | -2 | -3 | -1 | 15
O=C(Nc1ccc(Oc2cccnc2)cc1)C1CCN(Cc2ccccc2)CC1 | 4 | -3 | -11 | 7.3 | -5 | 2 | -9 | 5 | -2
COc1cccc(/C=N/NC(=S)NCCc2ccccc2)c1 | 1 | 4 | 18 | 1.5 | -7 | -7 | -8 | 1 | -7
CC1CC(=O)Nc2ccccc2N1C(=O)COc1ccccc1C(N)=O (configuration not stated) | -1 | 7 | 5 | -1.6 | 3 | 0 | 10 | x | 0
CC1COC(=C2C(=O)OCC2C)C1 (configuration not stated) | 0 | 1 | 4 | -0.8 | 1 | -5 | 47 | x | 2
CN1CCc2c(C#N)c(N3CCOCC3)nc(NCC3CCCO3)c2C1 (configuration not stated) | 0 | 0 | -1 | 0.3 | 1 | 1 | 3 | 2 | -7
NS(=O)(=O)c1ccc(CCNC(=O)CCCNC(=O)c2ccc(Cl)cc2)cc1 | 1 | 4 | 16 | 0.1 | -1 | 0 | 8 | -3 | 1
COc1ccc(CNS(=O)(=O)NCc2ccccc2)cc1 | 0 | 14 | 6 | -2.7 | -4 | -5 | 7 | 1 | -5
Cc1cc(C)c(C(=O)COC(=O)CN2C(=O)NC3(CCCC3)C2=O)cc1C | 3 | 10 | 1 | -0.1 | 3 | 4 | -9 | 3 | 0
COc1cc(C)ccc1S(=O)(=O)NC(=O)C1(C)CCN1C(=O)c1ccc(C2CCCCC2)cc1 (configuration not stated) | -1 | -2 | 4 | x | -2 | 0 | x | x | -2

No enrichment for hits; 2.9% or so of the library scored in one or more.
